Neddylation inh: inhibitors of cullin neddylation, primary screen, biochemical, TR-FRET, uHTS, NAE and Ubc12; calls only at 25 µM; hit rate 0.58% among 360,000; in the data active means inhibition above about 36%
MsrA inhibitor: bovine MsrA enzyme inhibitors, primary screen, biochemical, absorbance, HTS; Methionine sulfoxide reductase A (Bos taurus); purified bovine MsrA, absorbance read-out; inhibition, % at 15.5 µM; hit rate 0.75% among 360,000; in the data active means inhibition above about 4.5%;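 further: 0% = vehicle wells with enzyme and 100% = reference inhibitor wells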
Rin1-Abl PPI inh: inhibitors of Rin1-Abl protein binding, primary screen, biochemical, TR-FRET; hit rate 0.4% among 360,000; inhibition, % at 7.35 µM; Tyrosine-protein kinase ABL1 (Homo sapiens) + Ras and Rab interactor 1 (Homo sapiens), …; AID 588664, 2011; in the data active means inhibition above about 5%, passing the limit was not always enough
MsrA act: bovine MsrA enzyme activators, primary screen, biochemical, absorbance, HTS. Methionine sulfoxide reductase A (Bos taurus). purified bovine MsrA, absorbance read-out. activation, % at 10.6 µM. hit rate 0.3% among 360,000. AID 602163, 2012; in the data active means activation above about 7.5%;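 further: 0% = vehicle and 100% = reference activator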
Tb MetRS inh: T. brucei MetRS inhibitors, primary screen, biochemical, luminescence | inhibition, % at 11.9 µM | AID 624268, 2012 | hit rate 0.4% among 360,000 | purified T. brucei MetRS, ATP depletion, Kinase-Glo luminescence | methionyl-tRNA synthetase (Trypanosoma brucei brucei);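 active means inhibition above a per-plate cutoff of the control wells' mean inhibition plus 3 SD, cut at about 5.5% in these data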;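 further: 0% = DMSO wells median and 100% = median of wells with control inhibitor compound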
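Assay system: T. brucei methionyl-tRNA synthetase, purified | Medium: HEPES buffer with MgCl2, KCl, DTT, spermine, BSA, pyrophosphatase | Compound: 11.9 µM single point | Incubation: 15 min enzyme-compound preincubation, 2 h reaction, 10 min detection, 25 °C | Measured by: Kinase-Glo luciferase luminescence reporting remaining unconsumed ATP | Measure: % inhibition normalized to control-well medians | Replication: Singlicate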
eLon inh: inhibitors of E. coli Lon protease, primary screen, biochemical, fluorescence polarization. purified E. coli Lon protease. inhibition, % at 7.94 µM. hit rate 0.42% among 360,000; in the data active means inhibition above about 13%, passing the limit was not always enough;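 further: 0% = enzyme with probe and DMSO and 100% = no enzyme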
FAS-TE inh: FAS thioesterase domain inhibitors, primary screen, biochemical, fluorescence intensity, uHTS. Fatty acid synthase (Homo sapiens), P49327. hit rate 0.67% among 360,000. recombinant FAS-TE, OMFH fluorogenic substrate, fluorescence endpoint. inhibition, % at 15 µM;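 active means compounds whose normalised, plate-corrected inhibition of enzyme fluorescence in the single-dose primary screen is 50% or more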;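 further: 0% = DMSO with enzyme and 100% = substrate without enzyme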
Target sequence (P49327 whole entry, looked up, the tested form may be a part): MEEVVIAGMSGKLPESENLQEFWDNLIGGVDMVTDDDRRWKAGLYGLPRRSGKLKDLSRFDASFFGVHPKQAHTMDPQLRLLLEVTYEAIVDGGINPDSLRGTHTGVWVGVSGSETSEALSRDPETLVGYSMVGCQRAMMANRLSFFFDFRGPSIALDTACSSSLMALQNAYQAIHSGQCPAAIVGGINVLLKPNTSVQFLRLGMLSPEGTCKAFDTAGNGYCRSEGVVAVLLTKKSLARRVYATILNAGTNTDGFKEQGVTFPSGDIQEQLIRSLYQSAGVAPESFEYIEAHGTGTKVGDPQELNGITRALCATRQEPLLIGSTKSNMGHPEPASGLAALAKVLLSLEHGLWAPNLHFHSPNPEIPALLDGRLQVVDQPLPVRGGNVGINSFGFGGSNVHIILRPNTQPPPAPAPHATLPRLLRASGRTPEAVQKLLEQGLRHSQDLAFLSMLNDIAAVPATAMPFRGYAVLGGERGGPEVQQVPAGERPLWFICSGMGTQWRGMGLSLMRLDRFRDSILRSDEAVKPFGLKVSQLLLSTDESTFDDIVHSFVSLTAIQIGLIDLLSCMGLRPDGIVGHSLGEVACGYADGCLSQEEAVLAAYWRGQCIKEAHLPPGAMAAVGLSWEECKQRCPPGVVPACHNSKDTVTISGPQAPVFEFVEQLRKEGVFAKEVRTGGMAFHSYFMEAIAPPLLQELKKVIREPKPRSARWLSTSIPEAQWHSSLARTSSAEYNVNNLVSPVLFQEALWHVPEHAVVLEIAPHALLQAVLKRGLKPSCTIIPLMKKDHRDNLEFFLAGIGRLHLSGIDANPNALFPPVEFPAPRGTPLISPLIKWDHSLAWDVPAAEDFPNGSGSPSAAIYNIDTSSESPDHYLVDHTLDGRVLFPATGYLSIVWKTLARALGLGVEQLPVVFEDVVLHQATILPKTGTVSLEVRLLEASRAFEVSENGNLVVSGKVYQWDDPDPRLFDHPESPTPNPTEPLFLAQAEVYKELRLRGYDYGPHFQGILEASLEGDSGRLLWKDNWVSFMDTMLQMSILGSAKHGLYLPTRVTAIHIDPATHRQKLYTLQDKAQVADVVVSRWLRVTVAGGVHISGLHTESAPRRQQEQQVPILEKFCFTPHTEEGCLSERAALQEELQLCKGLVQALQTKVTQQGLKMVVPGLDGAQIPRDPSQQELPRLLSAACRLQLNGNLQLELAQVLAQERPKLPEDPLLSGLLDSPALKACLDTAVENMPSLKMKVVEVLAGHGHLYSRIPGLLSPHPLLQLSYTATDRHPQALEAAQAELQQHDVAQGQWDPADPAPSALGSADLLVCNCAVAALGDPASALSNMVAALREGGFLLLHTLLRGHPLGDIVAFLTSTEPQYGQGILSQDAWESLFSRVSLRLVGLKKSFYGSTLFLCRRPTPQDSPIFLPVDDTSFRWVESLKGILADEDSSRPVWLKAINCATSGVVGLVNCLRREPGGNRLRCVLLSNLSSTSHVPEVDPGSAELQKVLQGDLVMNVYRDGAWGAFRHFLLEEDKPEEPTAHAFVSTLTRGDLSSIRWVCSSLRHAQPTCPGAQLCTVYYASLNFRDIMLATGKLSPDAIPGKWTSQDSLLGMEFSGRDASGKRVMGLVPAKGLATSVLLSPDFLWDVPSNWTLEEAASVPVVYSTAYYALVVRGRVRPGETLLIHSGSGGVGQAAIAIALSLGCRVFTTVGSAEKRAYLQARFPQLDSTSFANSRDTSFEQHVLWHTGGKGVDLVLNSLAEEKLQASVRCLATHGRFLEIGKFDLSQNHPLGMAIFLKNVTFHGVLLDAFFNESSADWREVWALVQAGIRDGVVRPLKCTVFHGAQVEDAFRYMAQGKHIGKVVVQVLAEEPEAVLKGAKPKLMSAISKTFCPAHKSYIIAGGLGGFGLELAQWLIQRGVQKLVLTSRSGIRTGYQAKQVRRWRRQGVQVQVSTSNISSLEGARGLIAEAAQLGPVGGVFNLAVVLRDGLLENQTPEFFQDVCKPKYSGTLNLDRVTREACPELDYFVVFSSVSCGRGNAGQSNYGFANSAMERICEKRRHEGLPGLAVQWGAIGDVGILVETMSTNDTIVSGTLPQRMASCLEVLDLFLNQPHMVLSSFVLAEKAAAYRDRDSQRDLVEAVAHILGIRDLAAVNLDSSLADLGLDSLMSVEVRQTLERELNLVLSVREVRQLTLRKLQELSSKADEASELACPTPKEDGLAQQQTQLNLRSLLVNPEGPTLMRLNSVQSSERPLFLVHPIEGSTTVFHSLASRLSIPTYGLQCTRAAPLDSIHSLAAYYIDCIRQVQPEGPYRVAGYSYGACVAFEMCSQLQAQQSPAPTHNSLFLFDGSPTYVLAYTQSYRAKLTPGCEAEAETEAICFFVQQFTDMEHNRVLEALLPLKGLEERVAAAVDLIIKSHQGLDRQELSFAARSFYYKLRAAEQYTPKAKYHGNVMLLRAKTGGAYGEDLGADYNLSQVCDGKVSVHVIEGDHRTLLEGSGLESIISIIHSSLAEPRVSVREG
CSN inh: inhibitors of CSN-mediated cullin deneddylation, primary screen, biochemical, fluorescence polarization, uHTS | COP9 signalosome complex subunit 5 (Homo sapiens), Q92905 | inhibition, % at 12.5 µM | hit rate 0.38% among 360,000 | Purified CSN, SCF-Nedd8-OG deneddylation | AID 651999, 2013;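 active means pattern-corrected inhibition above about 35%, with an unprinted fluorescence ratio check between 0.5 and 1.5, limit read from the data, passing the limit was not always enough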;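 further: 0% = enzyme with substrate and 100% = substrate without enzyme; some results filed as inactive read as strong as hits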
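Assay system: purified human Csn5 enzyme expressed in HEK293T cells; measure: % inhibition; also added: SCFSkp2-Nedd8OG substrate at 10 nM final; technique: fluorescence polarization; times: reaction 90 min, room temperature; medium: Tris buffer pH 7.5, NaCl, DTT, Tween-20, trehalose, ovalbumin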
MLLE-PAM2 inh: inhibitors of PABP1 MLLE–PAM2 peptide binding, primary screen, biochemical, fluorescence polarization, FITC-PAM2, GST-MLLE; inhibition, % at 20 µM; Polyadenylate-binding protein 1 (Homo sapiens), P11940; AID 588489, 2011; hit rate 0.36% among 360,000; in the data active means inhibition above about 35%, passing the limit was not always enough;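 further: plate controls were DMSO wells with GST-MLLE for no effect and wells lacking GST-MLLE protein for full effect; some results filed as inactive read as strong as hits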
Active calls of the source: *; i = inactive; · = not tested or not shown.

Fields: Neddylation inh | MsrA inhibitor | Rin1-Abl PPI inh | MsrA act | Tb MetRS inh | eLon inh | FAS-TE inh | CSN inh | MLLE-PAM2 inh
COc1cc(C(=O)NCc2cn3ccsc3n2)cc(OC)c1OC
    i | 1.1 | 1 | -2 | 0.5 | -3 | -9 | 2 | -2
O=C(O)c1ccc(N2Cc3ccccc3C2)cc1O
    i | · | 3 | -4 | -0.3 | -3 | -7 | 15 | 4
O=C(NCC(=O)N(Cc1cccs1)C(C(=O)NC1CCCC1)c1cccnc1)c1ccco1 (centres undefined)
    i | 0.3 | -3 | -2 | -0.3 | -4 | -8 | 2 | 9
CCC(=O)Nc1nnc(CSCc2ccc(F)cc2)s1
    i | -0.7 | -5 | 2 | -0.7 | 3 | -4 | 6 | 19
O=C(Nc1ccccc1)c1n[nH]c(Cn2cncn2)n1
    i | -0.1 | 2 | 0 | 0.1 | -3 | -2 | 0 | 6
COc1ccc(NC(=O)CN(C)C(=O)c2ccc(NS(=O)(=O)c3ccc4[nH]c(=O)[nH]c4c3)cc2)cc1
    i | -0.8 | -2 | 1 | -0.4 | -20 | -4 | 0 | 2
O=C(NCc1ccc2c(c1)OCO2)c1cccnc1Cl
    i | 2.9 | -2 | -2 | -0.3 | -4 | -5 | 5 | -28
O=c1[nH]nc(SCc2ccccc2Cl)n1-c1ccc2c(c1)OCCO2
    i | -0.7 | 3 | -6 | -0.9 | -2 | -4 | 6 | -15
Cc1ccc(NC(=O)c2cc(-c3cccs3)on2)cc1C
    i | -1.0 | -7 | -4 | -0.9 | 5 | 8 | -3 | -4
Cc1ccccc1NC(=S)N(Cc1cccs1)C1CCCC1
    i | 0.6 | 2 | -6 | -0.9 | 8 | 7 | 6 | -12
S=C(NCCc1ccccc1)N1CCN(Cc2ccccc2)CC1
    i | 0.6 | 0 | -3 | -0.1 | 0 | 0 | -4 | -144
O=C(O)c1ccc2nc(-c3ccco3)c(-c3ccco3)nc2c1
    i | 4.2 | 14* | -8 | 1.2 | 12 | -9 | 61 | 50*
COc1ccccc1CNc1nc(NC(C)C)nc2cc(-c3ccccc3)sc12
    i | -0.4 | 3 | -2 | -0.2 | -7 | -17 | 0 | -9
Cc1cccc(-n2ccnc2SCC(=O)N2CCCc3ccccc32)c1C
    i | -0.3 | -2 | -1 | 0.1 | 2 | 14 | -6 | 4
O=C(NCc1ccco1)/C(=C/c1cccnc1)NC(=O)c1ccco1
    i | 2.8 | -3 | -1 | -0.1 | 2 | -5 | -4 | 14
COc1ccccc1N1CCN(C(=O)CCc2c[nH]c3ccccc23)CC1
    i | -0.3 | 0 | -2 | -0.8 | 4 | -1 | 4 | 1
COc1nc(N)nc2nc[nH]c12
    i | -0.2 | -2 | -1 | -0.5 | -2 | 1 | 3 | 6
Cc1sc2nc(CN3CCOCC3)[nH]c(=S)c2c1C
    i | 0.9 | -6 | 0 | 0.1 | -9 | -4 | -4 | 15
CCCN(CCC)CC(O)CN1C(=O)N(CN2C(=O)N(CC(O)CN(CCC)CCC)C(=O)C2(C)C)C(C)(C)C1=O (centres undefined)
    i | 0.6 | 1 | -6 | 0.7 | -1 | -8 | -4 | -13
CS(=O)(=O)n1nc(OC(=O)c2cccs2)cc1N
    i | 1.5 | -2 | -2 | -0.4 | -8 | 4 | 3 | 1

New compounds follow:
Fields: Neddylation inh | MsrA inhibitor | Rin1-Abl PPI inh | MsrA act | Tb MetRS inh | eLon inh | FAS-TE inh | CSN inh | MLLE-PAM2 inh
O=C(CCCOc1ccccc1)N1CCN(c2ccc(F)cc2)CC1
    i | -0.5 | 0 | -3 | -0.9 | 0 | 3 | -1 | -1
Cc1ccccc1CSc1[nH]c(=O)ncc1C
    i | 0.5 | -1 | -2 | -0.1 | 1 | -4 | 7 | 11
Cc1onc(-c2ccccc2)c1C(=O)N/N=C/C(Br)=C/c1ccccc1
    i | 1.2 | -1 | -5 | -0.6 | -10 | 15 | -1 | -8
CCSc1oc(-c2ccco2)nc1S(=O)(=O)c1ccccc1
    i | 0.6 | -1 | -2 | 0.5 | -1 | 20 | -1 | -102
CC1Cc2cc(S(=O)(=O)NCc3ccccc3)ccc2N1C(=O)C1CC1 (centres undefined)
    i | 0.6 | -2 | -2 | 1.0 | 2 | -2 | -1 | -12
CCCc1cc(=O)[nH]c(SCC(=O)N(CCC#N)c2ccc3c(c2)OCCO3)n1
    i | -0.1 | 5 | 1 | -0.3 | -8 | -5 | -3 | 3
CCCCOC(=O)/C=C/c1ccc(OC(=O)OC)c(OC(=O)OC)c1
    i | 0.9 | -2 | -3 | 0.7 | 28* | 12 | -12 | 0
COCC(C)n1c(C)cc(C(=O)CN2C(=O)NC(Cc3c[nH]c4ccccc34)C2=O)c1C (centres undefined)
    i | -0.2 | 3 | 1 | -0.1 | -1 | -9 | 0 | 5
COc1ccc([C@@H]2CC=C(C(=O)O)[C@H](c3ccc(C)cc3)N2S(=O)(=O)c2ccc(C)cc2)cc1OC
    i | 1.3 | -1 | -1 | -0.3 | -2 | -5 | 0 | 3
CC(C)C[C@H](NC(=O)C1(c2ccccc2)CCN(C(=O)[C@H]2CSCN2C(=O)OC(C)(C)C)CC1)C(=O)O
    i | 0.2 | -3 | -3 | 0.6 | -5 | -6 | 7 | 9
CCC(c1nnnn1Cc1ccc(OC)cc1)N1CCN(c2ccc(OC)cc2)CC1 (centres undefined)
    i | 3.4 | 0 | -9 | -0.9 | 5 | 6 | -8 | 2
O=C(O)CCSc1nc2ccccc2c(=O)[nH]1
    i | 0.0 | 0 | -3 | 0.4 | 0 | -3 | -1 | -6
O=C(c1ccc(-c2ccc(Cl)cc2)o1)N1CCN(S(=O)(=O)c2cccs2)CC1
    i | 1.5 | 4 | -3 | -0.4 | 1 | 32 | 1 | -10
CC/S(C)=N/S(=O)(=O)c1ccc(C)cc1 (centres undefined)
    i | -0.1 | 3 | -2 | 0.2 | -7 | -10 | -2 | -11
CCOC(=O)NC(NCc1ccccc1Cl)(C(F)(F)F)C(F)(F)F
    i | -0.6 | 0 | -11 | -1.0 | -4 | 8 | 0 | -1
CCC(Sc1nc(C)cc(=O)[nH]1)C(=O)Nc1nc2c(s1)CCCC2 (centres undefined)
    i | -0.2 | 1 | 0 | -0.6 | -8 | -4 | 2 | -27
Cc1ccc2c(c1)C=CC(C)(C)S2=O (centres undefined)
    i | 0.1 | 3 | 5 | -0.7 | -2 | -14 | 2 | -4
COc1ccccc1NC(=O)CSc1nnc(COc2ccccc2OC)n1C
    i | -0.4 | -2 | -2 | 0.3 | -9 | -10 | -1 | 11
CC(C)CN1CCC(=O)N([C@H](COc2ccccc2)Cc2ccccc2)CC1
    i | -0.9 | 5 | -8 | -0.5 | -13 | 6 | -5 | 9
COc1cc(/C=N/OCC(=O)Nc2cc(C)on2)ccc1OCc1ccccc1
    i | -0.4 | -2 | -2 | -0.6 | -18 | 4 | -3 | -2

Entries shown so far that contain fluorine:
Fields: Neddylation inh | MsrA inhibitor | Rin1-Abl PPI inh | MsrA act | Tb MetRS inh | eLon inh | FAS-TE inh | CSN inh | MLLE-PAM2 inh
CCC(=O)Nc1nnc(CSCc2ccc(F)cc2)s1
    i | -0.7 | -5 | 2 | -0.7 | 3 | -4 | 6 | 19
O=C(CCCOc1ccccc1)N1CCN(c2ccc(F)cc2)CC1
    i | -0.5 | 0 | -3 | -0.9 | 0 | 3 | -1 | -1
CCOC(=O)NC(NCc1ccccc1Cl)(C(F)(F)F)C(F)(F)F
    i | -0.6 | 0 | -11 | -1.0 | -4 | 8 | 0 | -1

Further compounds:
Fields: Neddylation inh | MsrA inhibitor | Rin1-Abl PPI inh | MsrA act | Tb MetRS inh | eLon inh | FAS-TE inh | CSN inh | MLLE-PAM2 inh
NCCCNC(=O)c1ccc(/C=N/O)nc1
    i | 1.0 | 4 | -2 | -0.8 | -3 | -7 | -8 | 8
C=CCNC(=O)c1ccc(-c2nc(-c3ccccc3)cs2)cc1
    i | 1.5 | 2 | 0 | 1.3 | 8 | 2 | -1 | 2
O=C(NCc1ccc2c(c1)OCO2)C1CCC(=O)N1C1CCCC1 (centres undefined)
    i | 0.0 | 3 | -8 | -0.4 | -1 | -2 | -3 | -16
O=C(O)C1C2CCC(C2)C1C(=O)NCc1ccccn1 (centres undefined)
    i | -0.8 | 3 | 1 | -0.5 | 5 | -4 | -8 | -7
COc1ccccc1CNC(=O)c1cccc(S(=O)(=O)N2CCN(c3ccc(F)cc3)CC2)c1
    i | 1.8 | -2 | -3 | 0.1 | 6 | 32 | -3 | 3
O=C(Nc1c2c(nc3ccccc13)CCCC2)c1ccccc1Cl
    i | 0.5 | 1 | -2 | 0.4 | 5 | -6 | 5 | -1
CN(CCO)CCC(=O)NC1(C)CS(=O)(=O)CC1S(=O)(=O)O (centres undefined)
    i | -1.7 | -4 | 0 | -0.8 | -8 | -8 | 3 | 7
COC(=O)c1cc(OC)c(OC)cc1NC(=S)N1CCCC1
    i | -0.3 | -1 | -5 | -1.4 | -4 | -3 | -6 | -11
CC1(C)Nc2ccccc2C(=O)N1c1ccccc1
    · | 0.1 | 3 | -2 | -0.8 | -5 | -6 | 6 | 11
CC1CCCCN1S(=O)(=O)c1ccc(S(=O)(=O)N2CCN(C)CC2)cc1 (centres undefined)
    i | 0.7 | 1 | -2 | -0.1 | 0 | -6 | 1 | 1
COCCn1c(SCc2cc(C(C)=O)ccc2OC)nc2cc(Cl)ccc2c1=O
    i | -0.4 | -1 | -4 | 0.5 | -4 | 8 | 2 | -10
O=C(Nc1ccc(N2CCOCC2)cc1)C1CC(=O)N(c2ccc(Cl)cc2)C1 (centres undefined)
    i | 2.4 | 2 | 0 | 1.1 | 4 | -1 | 0 | 15
CCOCCOc1nc2c(c(=O)n(C)c(=O)n2C)n1CCc1ccccc1
    i | -0.5 | 1 | 2 | 0.9 | -5 | -1 | 0 | 9
O=C(CCN1CCOCC1)NNC(=O)Nc1cccc(C(F)(F)F)c1
    i | -1.3 | 1 | -2 | 0.7 | 7 | 0 | 8 | 7
C=C(C)CN1CCN(c2ccc(N3C(=O)CCCC3=O)cc2[N+](=O)[O-])CC1
    i | -1.1 | -2 | -1 | 0.1 | -8 | -5 | 2 | -10
CC(C(=O)NCc1cccs1)N1CCN(S(=O)(=O)c2ccc3c(c2)OCCCO3)CC1 (centres undefined)
    i | 0.6 | 1 | -3 | -0.3 | -5 | 0 | -2 | -10
COC(=O)c1c(C(=O)OC)c(-c2ccc(C)cc2)n2c1CS(=O)C2 (centres undefined)
    i | 0.6 | 1 | 0 | 0.2 | 2 | -6 | 0 | 4
CCC(C)N(CC(=O)Nc1cccc(C)c1C)C(=O)CCl (centres undefined)
    i | · | -2 | -15 | -1.6 | 9 | 0 | -5 | 10
